PI4K2A inh: qHTS for small molecular inhibitors of PI4K2A. Phosphatidylinositol 4-kinase type 2-alpha (Homo sapiens), Q9BTU6. purified PI4K2A, ADP-Glo luminescence, 1 h; active compounds read low. activity change, negative = inhibition, % at 76.9 µM. 420,000 tested, 0.13% active; in the data active = activity change below about -50%; inconclusive = mostly about -30% to -49%;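 also: -100% = wells without enzyme as full effect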
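ADP-Glo luminescence measured ADP generated by PI4K2A enzyme (4 ug/mL before mixing) with 1.2 mM PI substrate (pre-mix) and 300 microM ATP (pre-mix). Tris pH7.5 buffer with MgCl2, Triton X-100; 1 h reaction at ambient temperature.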
mIDH1 inhibitor: qHTS for Inhibitors of mutant isocitrate dehydrogenase 1 (IDH1): qHTS; Isocitrate dehydrogenase [NADP] cytoplasmic (Homo sapiens), O75874; IDH1-R132H enzyme, NADPH consumption, diaphorase/resazurin fluorescence; Potency, µM (titrated, usually from 76.6 µM), without a hit: top-dose activity change, negative = inhibition, actives largely listed as inhibitors; 390,000 tested, 0.093% active; AID 602179, 2012; also: potency is read from the fitted curve at half-maximal effect; % is scaled to controls: 0 for no effect and ±100 for the full control effect; nearly all actives have a fitted effect of over 65% in size
Target sequence (O75874 whole entry R132H, stated change not applied): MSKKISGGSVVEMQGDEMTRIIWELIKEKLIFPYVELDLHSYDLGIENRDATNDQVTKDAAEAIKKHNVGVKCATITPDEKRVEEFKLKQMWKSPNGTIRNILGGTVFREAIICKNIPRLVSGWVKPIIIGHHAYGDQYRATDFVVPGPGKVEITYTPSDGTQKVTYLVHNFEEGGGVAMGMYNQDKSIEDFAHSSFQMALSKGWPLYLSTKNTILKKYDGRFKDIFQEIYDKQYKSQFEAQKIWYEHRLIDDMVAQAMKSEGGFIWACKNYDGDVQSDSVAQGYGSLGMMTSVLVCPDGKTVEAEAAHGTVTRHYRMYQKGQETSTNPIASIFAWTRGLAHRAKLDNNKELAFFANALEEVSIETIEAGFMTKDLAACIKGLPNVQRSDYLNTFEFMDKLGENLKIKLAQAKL
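IDH1-R132H (0.5 ug/mL dispensed) in pH 7.5 Tris buffer was preincubated 30 min with compound, then given a substrate mix of 0.016 mM NADPH and 2 mM alpha-KG for 80 min at room temperature; remaining NADPH was read by diaphorase/resazurin fluorescence.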
RXFP1 agonist: qHTS Assay for Agonists of the Relaxin Receptor RXFP1; Relaxin receptor 1 (Homo sapiens), Q9HBX9; HEK293T-RXFP1 cAMP TR-FRET, 30 min; response scale: percent of porcine relaxin response, buffer zero; Potency, µM (doses to about 57.5 µM), inactives show at the highest dose activation, hits mostly activators; 370,000 tested, 0.3% active; AID 2676, 2010; also: potency is read from the fitted curve at half-maximal effect; % is scaled to controls: 0 for no effect and ±100 for the full control effect; nearly all actives have a fitted effect of over 60% in size; many of its hits are not listed in these tables
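cAMP rise read by TR-FRET after 30 min, 37C compound exposure (up to 58 uM) in RXFP1-transfected HEK293 cells with Ro 20174 present. EC50 from Hill-equation fits, with 29 nM porcine relaxin as 100% and buffer as basal.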
Vif-A3F inh: qHTS for Inhibitors of Vif-A3F Interactions: qHTS; HeLa A3F-eYFP + Vif (tagged APOBEC3F with the HIV-1 protein that degrades it), YFP fluorescence increase; Potency, µM (doses to about 46.1 µM), for the others: at the top dose activity, negative = active; 390,000 tested, 0.2% active; AID 602313, 2012; also: potency is read from the fitted curve at half-maximal effect; % of control where 0% means no effect; nearly all actives have a fitted effect of over 65% in size
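HeLa cells stably expressing A3F-eYFP plus Vif, plated and incubated overnight at 37 deg C, then exposed to compounds overnight at 37 deg C. Blocked degradation read as raised yellow fluorescence (Ex 488/Em 500-530).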
USP1-UAF1 inh: Inhibitors of USP1/UAF1: Primary Screen; AID 743255, 2014; Potency, µM (series often up to 57.1 µM), inactives show at the top dose activity change, negative = inhibition, actives largely listed as inhibitors; recombinant USP1/UAF1, Ub-Rhodamine cleavage fluorescence; 390,000 tested, 0.23% active; also: potency is read from the fitted curve at half-maximal effect; % is scaled to controls: 0 for no effect and ±100 for the full control effect; nearly all actives have a fitted effect of over 60% in size; inactives centre near -12
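In this screen, compounds sit with the deubiquitinase complex (1nM) for 15 min at room temperature before Ub-Rho is added at 150nM final. Fluorescence rise is then followed for 6 reads every 60 seconds.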
Glioma ERSR ind: qHTS for Inducers of the Endoplasmic Reticulum Stress Response (ERSR) in Human Glioma: qHTS | U87-MG GRP78 promoter luciferase reporter, 16 h | Potency, µM, for inactives: at the highest dose activation, actives largely listed as activators | 420,000 tested, 0.02% active | AID 602332, 2012; also: potency is read from the fitted curve at half-maximal effect; series mostly up to about 76 µM; % of control where 0% means no effect; nearly all actives have a fitted effect of over 35% in size
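Stably transfected U87-MG glioma cells carrying a GRP78-based luciferase sensor; 16 h compound incubation. Luminescence end-point read 10 min after Bright-Glo addition at room temperature.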
LDHA block: qHTS assay for inhibitors of human lactate dehydrogenase; L-lactate dehydrogenase A chain (Homo sapiens), P00338; purified LDHA, NADH/diaphorase-resazurin fluorescence; active compounds read low; activity change, % (values are at about 110 or 230 µM); 480,000 tested, 0.15% active; AID 1347041, 2019; in the data active = activity change below about -30%; inconclusive = mostly about -25% to -30%;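 also: plate controls were DMSO wells for no effect and wells without enzyme for full effect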
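Remaining NADH was detected by diaphorase (0.133 mg/mL) converting 37 µM resazurin to fluorescent resorufin, read at 0 and 20 minutes. The preceding 5-minute room-temperature reaction used 2 nM LDHA, 0.2 mM sodium pyruvate and 0.06 mM NADH at pH 7.4.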
TrxR1 substrate: qHTS Assay for Substrates of Mammalian Selenoprotein Thioredoxin Reductase 1 (TrxR1): qHTS. Potency, µM (series often up to 114 µM), for inactives: at the highest dose activity change, negative = substrate turnover. purified TrxR1 substrate turnover, NADPH consumption readout. 390,000 tested, 0.01% active. Thioredoxin reductase 1, cytoplasmic (Rattus norvegicus), O89049. AID 588456, 2011; also: potency is read from the fitted curve at half-maximal effect; % is scaled to controls: 0 for no effect and ±100 for the full control effect; nearly all actives have a fitted effect of over 50% in size
Target sequence (O89049 whole entry, looked up): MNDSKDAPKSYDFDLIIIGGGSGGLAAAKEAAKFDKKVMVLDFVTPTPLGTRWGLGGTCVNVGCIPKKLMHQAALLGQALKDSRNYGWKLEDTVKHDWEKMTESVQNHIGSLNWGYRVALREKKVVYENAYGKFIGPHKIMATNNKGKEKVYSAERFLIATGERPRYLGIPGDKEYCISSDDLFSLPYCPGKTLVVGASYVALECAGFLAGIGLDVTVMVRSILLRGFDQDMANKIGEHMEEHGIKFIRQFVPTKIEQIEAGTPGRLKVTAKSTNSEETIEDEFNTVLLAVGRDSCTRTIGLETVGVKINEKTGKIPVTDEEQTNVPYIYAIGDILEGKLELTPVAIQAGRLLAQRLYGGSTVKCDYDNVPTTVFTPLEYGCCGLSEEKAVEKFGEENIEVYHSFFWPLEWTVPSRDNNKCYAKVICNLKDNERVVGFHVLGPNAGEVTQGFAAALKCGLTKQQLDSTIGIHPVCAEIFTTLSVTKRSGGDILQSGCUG
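Rat TrxR1, dispensed at 90 nM, was prereduced with 400 uM NADPH (final) for 5 min at ~22 deg C, then incubated with compound 15 min before 400 uM selenite. A first-read NADPH fluorescence drop versus no-compound background flagged substrates.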
Vif-A3G inh: qHTS for Inhibitors of Vif-A3G Interactions: qHTS; DNA dC->dU-editing enzyme APOBEC-3G (Homo sapiens), Q9HC16; HeLa A3G-eYFP + Vif (tagged APOBEC3G with the HIV-1 protein that degrades it), YFP fluorescence, overnight; Potency, µM (series often up to 46.1 µM), for inactives: at the highest dose activity, negative = active, hits mostly inhibitors; 410,000 tested, 0.076% active;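 also: potency is read from the fitted curve at half-maximal effect; % is scaled to controls: 0 for no effect and ±100 for the full control effect; nearly all actives have a fitted effect of over 60% in size; hits raise eYFP signal because A3G escapes Vif-driven loss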
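Read-out is eYFP fluorescence (Ex 488/Em 500-530) from Vif-expressing HeLa A3G-eYFP cells; more signal means A3G escaped Vif-mediated degradation. Cells plated overnight, compound pinned in, incubated overnight at 37 deg C.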
An asterisk follows results filed as active; ? = inconclusive; nt = not tested or not shown; & = joins results of further samples; [ ] = remark or other dose. Unless noted, calls follow the shape of the dose curve; as a rule, active = well fitted curve in the direction sought with a large enough effect; inconclusive = small, poorly fitted or top-dose-only effect, or another doubt; inactive = no such curve, though single readings can be large; an effect the other way counts as inactive or inconclusive.

| PI4K2A inh | mIDH1 inhibitor | RXFP1 agonist | Vif-A3F inh | USP1-UAF1 inh | Glioma ERSR ind | LDHA block | TrxR1 substrate | Vif-A3G inh | smiles |
| --- | --- | --- | --- | --- | --- | --- | --- | --- | --- |
| -1 | 1% | 0.0% | 0% | 3% | -3% | -2 | -7% | 1% | O=C1c2cccnc2C(O)N1Cc1ccco1 (centres undefined) |
| -2 | 3% | 1.6% | -1% | -14% | -2% | -4 | -12% | 2% | Cn1c(SCC(=O)NCc2ccc(F)cc2)nc2ccccc21 |
| 0 | 0% | -0.1% | 1% | -12% | -2% | 0 | -10% | -7% | COC(C(=O)Nc1cc([N+](=O)[O-])ccc1C)c1ccccc1 (centres undefined) |
| -3 | 0% | 2.7% | -24% | -9% | -5% | -1 | 0% | 4% | CCc1ccc(N(CC(=O)NCCc2ccccc2)C(=O)CCC(=O)Nc2ccccn2)cc1 |
| 3 | nt | -0.1% | nt | -16% | nt | -6 | 9% | nt | Fc1ccccc1-n1ncc2c1ncn1nc(Cc3ccccc3)nc21 |
| nt | nt | nt | nt | nt | -2% | 0 | 4% | 1% | c1ccc(CNc2ncnc3c2ncn3Cc2ccccc2)cc1 |
| nt | nt | nt | nt | nt | -2% | -7 | -4% | -5% | CCCCC(Sc1ccc2nnc(-c3ccccn3)n2n1)C(=O)O (centres undefined) |
| -17 | 5% | 2.1% | 0% | -1% | -1% | 8 | 0% | 1% | Cc1ncsc1C(=O)Nc1nc2c(s1)CC(C)CC2 (centres undefined) |
| -1 | 1% | -2.7% | -5% | -12% | -2% | -4 | 3% | 1% | COC(=O)C(Cc1ccccc1)NC(=O)CCNC(=O)c1ccco1 (centres undefined) |
| -4 | -2% | -0.2% | 0% | -20% | -1% | -1 | -4% | 0% | COc1ccc(C(=O)NC(=O)COC(=O)c2ccc(C)o2)cc1 |
| 9 | -4% | -1.1% | 2% | -17% | -1% | -8 | 2% | 0% | CCc1ccc(S(=O)(=O)Nc2c(C)n(C)n(-c3ccccc3)c2=O)cc1 |
| -4 | 6% | nt | -11% | -24% | -1% | 2 | nt | 2% | CSc1ccccc1C(=O)C1CCCN(C(=O)c2cccc(Cn3cccn3)c2)C1 (centres undefined) |
| 3 | -6% | 0.6% | -27% | ? | 0% | -19 | 2%[57.1 µM] | -8% | CC(C)c1nn2c(=O)cc(COC(=O)c3ccc(NC(=O)C4CCCCC4)cc3)nc2s1 |
| -3 | 14% | -0.5% | -3% | ? | -3% | -1 | 2% | 0% | COc1ccccc1S(=O)Cc1ccc(C(=O)NCCc2ccc(Cl)cc2)o1 (centres undefined) |
| -4 | -4% | -1.3% | -21% | -6% | -5% | 0 | 7% | -7% | COc1cccc(NC(=O)C(OC(=O)/C=C/c2ccc3c(c2)OCO3)c2ccccc2)c1 (centres undefined) |
| -1 | 7% | -1.2% | 2% | 2% | -2% | -4 | 6%[57.1 µM] | 1% | COc1ccccc1N(C)S(=O)(=O)c1ccc(C(=O)OCC(=O)NCC(F)(F)F)cc1 |
| 3 | 6% | -1.5% | -7% | -17% | -1% | 3 | 2% | 4% | O=C(Nc1ccc2c(c1)OCO2)Nc1ccccn1 |
| -2 | -6% | 0.5% | 0% | -17% | 4% | -12 | -5% | -2% | Cc1nn(-c2ccccc2)c(Cl)c1/C=C1\SC(=S)NC1=O |
| 5 | -5% | 1.9% | -1% | -10% | -4% | -3 | 3% | 0% | COC(=O)c1ccccc1S(=O)(=O)Nc1ccc(OC)nc1 |
| 0 | -25% | 1.1% | 1% | -22% | -5% | -4&7 | -6% | -8% | Cc1c(C(=O)Nc2c(C)n(C)n(-c3ccccc3)c2=O)oc2ccc(Cl)cc12 |
| -2 | 1% | 2.1% | -1% | ? | -1% | -4 | 3%[57.1 µM] | 2% | CS(=O)(=O)N1CCCC(C(=O)N2CCOCC2)C1 (centres undefined) |
| -5 | 3% | 4.2% | 6% | -16% | -7% | -6 | 6% | -1% | Cc1cc(C)cc(NC(=O)CCC(=O)Nc2nnc(C(F)(F)F)s2)c1 |
| 4 | 0% | -0.4% | -4% | -26% | -4% | -8 | 3% | -23% | Cc1c(CC(C)C)nc(N)c(C#N)c1-c1ccccc1 |
| -3 | 3% | 19% | -5% | -3% | -2% | 1 | 2% | -2% | CCCn1c(=O)c2sccc2n2c(CCCC(=O)NC3CCN(Cc4ccccc4)CC3)nnc12 |
| -3 | -6% | 2.0% | 6% | 20% | -1% | 5 | 33%[activator][57.1 µM] | 2% | COc1cc(OC)cc(-c2oc3cccnc3c2C#CCCO)c1 |
| -3 | 2% | 0.9% | 0% | -12% | -5% | 3 | -6% | 2% | O=c1cc(-c2cccc([N+](=O)[O-])c2)[nH][nH]1 |
| 1 | 17% | -1.5% | -9% | -20% | 4% | 3 | -7% | -7% | COc1ccc(C(=O)CC2(O)C(=O)N(Cc3ccccc3)c3ccc(Br)cc32)cc1 (centres undefined) |
| -4 | 3% | -1.0% | 3% | -17% | -4% | -1 | 5%[57.1 µM] | 0% | CC(C)c1ccccc1NC(=O)CNC(C)c1ccc(F)cc1 (centres undefined) |
| -1 | 2% | 0.9% | 0% | 2% | -1% | -8 | -6% | -1% | COC(=O)c1c(C(=O)OC)c(C)n(Cc2ccco2)c1C |
| 1 | 0% | -0.8% | -10% | 3% | -5% | -1 | 8%[57.1 µM] | 1% | CCOC(=O)c1c(NC(=O)Cn2c(=O)oc3ccccc32)oc(C)c1C(C)=O |
| -4 | -2% | 1.4% | 3% | 13% | -4% | -2 | 13% | 1% | C=Cc1ccc(Cn2c(C)c(CNCc3cccc(Br)c3)c(C(=O)O)c2C)cc1 |
| 6 | -2% | -0.4% | -7% | -21% | 2% | -3 | -10% | -2% | CCOc1ccccc1OCCCC(=O)Nc1sccc1C(N)=O |
| 2 | -3% | -1.3% | -5% | -11% | 1% | -8 | 44%[activator] | 0% | CN(C(=O)c1cccs1)c1ccccc1C(=O)O |
| 0 | -1% | -0.4% | -1% | -6% | -3% | -1 | -6% | 4% | COc1ccc(S(=O)(=O)N2CCCOC2CNC(=O)C(=O)NCCCN2CCOCC2)cc1C (centres undefined) |
| -1 | -16% | 8.5% | 1% | -21% | -2% | -1 | 4% | -12% | Cc1ccc(C(=O)NCCc2nnc3ccc(SCC(=O)NCc4ccc(F)cc4)nn23)cc1 |
| -7 | -2% | 1.4% | 12% | -5% | 1% | -2 | 4% | 0% | Cc1ccc(C(=O)NCCCn2ccnc2)cn1 |
| 3 | 6% | nt | 2% | ? | 2% | -2 | -5%[57.1 µM] | -8% | Nc1nc(N)c(Br)c(Nc2ccc(Cl)c(Cl)c2)n1 |
| -4 | -8% | -0.7% | -1% | -2% | -2% | -7 | 0% | -3% | NC(=O)Nc1ccc(C(=O)OCC(=O)NCc2ccc3c(c2)OCO3)cc1 |
| -11 | 0% | 0.5% | -8% | 0% | -8% | 11 | 10%[57.1 µM] | 0% | COc1ccc(CNc2cccc3[nH]c(C(F)(F)F)nc23)cc1OC |
| 2 | 1% | nt | 5% | -9% | -3% | -1 | 7% | 0% | Cc1nnc(NC(=O)CCC(=O)N2CCN(S(=O)(=O)c3cc([N+](=O)[O-])ccc3C)CC2)s1 |
| 2 | 6% | 1.1% | 3% | -11% | -2% | 8 | 6%[57.1 µM] | 0% | Fc1ccc(-c2csc3ncnc(Nc4ccc(N5CCOCC5)cc4)c23)cc1 |
| -2 | 8% | 2.3% | -18% | -21% | -5% | -1 | 32%[activator] | 6% | CCOc1ccc2oc(C(=O)NCc3ccccc3CN3CCCC3)c(C)c2c1 |
| 8 | 2% | 0.1% | 0% | -3% | -4% | -4 | 5%[57.1 µM] | -1% | CP(=O)(COC(=O)c1ccccc1)COC(=O)c1ccccc1 |
| 1 | 4% | 2.9% | -20% | 5% | 0% | -1 | -14%[57.1 µM] | 1% | CC(=O)c1ccc(Nc2cnn(C34CC5CC(CC(CC(=O)O)(C5)C3)C4)c(=O)c2Cl)cc1 |
| 5 | -2% | 0.1% | 6% | -15% | -5% | -6 | 4%[57.1 µM] | -1% | Cc1cc(C)c(OCC(=O)OC(C)C(=O)N2CCc3ccccc32)c(C)c1 (centres undefined) |
| -7 | 3% | -0.2% | -2% | ? | 4% | 0 | -6% | -16% | C=CCOc1c(Br)cc(/C=N/Nc2ccc(C(=O)O)cc2)cc1OCC |
| -2 | -12% | 1.8% | -5% | -27% | -2% | -3 | -5%[57.1 µM] | -6% | O=C(CSc1nc2ccccc2n1Cc1ccccc1)NCc1ccccc1 |

Source: PubChem BioAssay (National Center for Advancing Translational Sciences (NCATS))

These rows are one share of the data. The share of hits here may be higher or lower than overall.
